# Source: PubChem
# AGP1-GFP MLPCN: alters AGP1-GFP fluorescence in TOR pathway yeast screen. S. cerevisiae AGP1-GFP multiplex flow cytometry, 3 h; GFP as percent of DMSO wells. GFP response vs DMSO, % at 10 µM. hit rate 0.02% among 320,000. AID 2066;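 active = GFP response relative to DMSO above a set limit, near screen average plus 3 SD, cut at about 150% in these data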;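 also: median GFP channel fluorescence of the gated AGP1 strain per well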
# MEP2 TOR yeast: yeast TOR pathway MEP2-GFP modulation | S. cerevisiae MEP2-GFP strain, flow cytometry GFP, 3 h; 100% = DMSO control level | GFP response vs DMSO, % at 10 µM | hit rate 0.51% among 330,000 | AID 2016;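 active = GFP response versus DMSO above a set limit, roughly screen mean plus 3 SD, cut at about 180% in these data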;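 also: median GFP fluorescence of the barcode-gated MEP2-GFP cells per well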
# AHR act: activators of human aryl hydrocarbon receptor | AHR-responsive luciferase reporter cells, luminescence | hit rate 2.5% among 320,000 | activation, % at 5 µM | P35869 | AID 2796; in the data active = activation above about 47%;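 also: 0% = vehicle wells and 100% = reference agonist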
# Target sequence (P35869 whole entry, looked up): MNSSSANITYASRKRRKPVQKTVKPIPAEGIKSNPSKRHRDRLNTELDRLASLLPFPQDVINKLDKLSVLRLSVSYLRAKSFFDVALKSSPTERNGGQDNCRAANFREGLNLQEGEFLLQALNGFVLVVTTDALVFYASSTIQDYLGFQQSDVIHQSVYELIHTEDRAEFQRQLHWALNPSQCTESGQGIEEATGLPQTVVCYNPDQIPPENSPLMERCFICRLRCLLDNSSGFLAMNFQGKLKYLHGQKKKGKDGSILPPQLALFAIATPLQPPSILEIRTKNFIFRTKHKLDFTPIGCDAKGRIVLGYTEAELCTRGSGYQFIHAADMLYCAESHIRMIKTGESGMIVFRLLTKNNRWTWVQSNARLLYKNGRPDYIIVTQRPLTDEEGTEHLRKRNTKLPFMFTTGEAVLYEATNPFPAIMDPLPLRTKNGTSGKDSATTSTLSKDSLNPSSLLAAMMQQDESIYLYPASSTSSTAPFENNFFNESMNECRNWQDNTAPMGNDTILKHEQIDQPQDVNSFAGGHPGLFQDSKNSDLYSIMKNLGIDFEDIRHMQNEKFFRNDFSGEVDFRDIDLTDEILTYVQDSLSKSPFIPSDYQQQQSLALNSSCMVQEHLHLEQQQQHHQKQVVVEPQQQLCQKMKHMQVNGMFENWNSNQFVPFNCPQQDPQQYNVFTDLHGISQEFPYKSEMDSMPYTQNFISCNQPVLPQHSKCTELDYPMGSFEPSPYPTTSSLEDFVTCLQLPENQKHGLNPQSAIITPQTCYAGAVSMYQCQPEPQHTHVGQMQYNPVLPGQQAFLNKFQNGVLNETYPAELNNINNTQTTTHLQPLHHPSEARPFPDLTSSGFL
# CIT2 TOR yeast: yeast TOR pathway CIT2-GFP modulation. S. cerevisiae CIT2-GFP strain, flow cytometry, 3 h; 100 means same as DMSO wells. GFP response vs DMSO, % at 10 µM. hit rate 0.065% among 320,000. AID 2029;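 active = GFP response relative to DMSO above a set limit, near the screen mean plus 3 SD, cut at about 150% in these data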;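 also: ratio of well median GFP fluorescence to mean of DMSO wells on the plate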
# procasp7 counter: counter-screen for procaspase-3 activators: activators of human procaspase-7 | P55210 | recombinant procaspase-7, Ac-DEVD-pNA absorbance 405 nm; D23A/D198A/D206A triple mutant, cannot self-cleave; scale: DMSO 0, 5 µM enzyme 100 | AID 463210 | hit rate 0.093% among 330,000 | activation, % at 8.5 µM;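 active = percent activation above the screen-wide mean plus 3 SD, cut at about 25% in these data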
#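 Assay system – Uncleavable procaspase-7 mutant enzyme · Quantity – 2 µM procaspase-7 mutant as dispensed · Times – 1 h preincubation, 2 h reaction · Dosing – single nominal 8.5 µM compound dose, 0.8% DMSO final · Buffer or medium – Zinc-free 50 mM HEPES buffer, pH 7.4, with NaCl and Triton X-100 · Detection – Epi-absorbance of released pNA at 405 nm, two timepoints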
# LAP4-GFP MLPCN: alters LAP4-GFP fluorescence in TOR pathway yeast screen | GFP response vs DMSO, % at 10 µM | S. cerevisiae LAP4-GFP multiplex, flow cytometry GFP, 3 h; median GFP as percent of DMSO wells | hit rate 0.34% among 320,000;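 active = GFP response vs DMSO above a set limit, about the screen mean plus 3 SD, cut at about 150% in these data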
# RPL19A TOR yeast: modulators of TOR pathway RPL19A-GFP in S. cerevisiae. hit rate 0.3% among 330,000. S. cerevisiae RPL19A-GFP strain, flow cytometry, 3 h; hits give low values. percent response vs DMSO, % at 10 µM. AID 2025;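 active = percent response vs DMSO below 50%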;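 also: median channel GFP fluorescence of the barcoded RPL19A-GFP strain; ratio of sample median GFP to plate DMSO average so 100% = DMSO; lower means less RPL19A-GFP as with rapamycin TOR inhibition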
# procasp3 activ: procaspase-3 (human) activation | P42574 | recombinant procaspase-3 D3A, Ac-DEVD-pNA absorbance 405 nm | activation, % at 8.5 µM | hit rate 0.11% among 330,000;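 active = activation above the mean of all tested compounds plus 3 SD, cut at about 21% in these data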;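 also: 0% = DMSO alone and 100% = DMSO wells spiked with extra 5 µM PC-3 D3A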
# Target sequence (P42574 whole entry D9A/D28A/D175A): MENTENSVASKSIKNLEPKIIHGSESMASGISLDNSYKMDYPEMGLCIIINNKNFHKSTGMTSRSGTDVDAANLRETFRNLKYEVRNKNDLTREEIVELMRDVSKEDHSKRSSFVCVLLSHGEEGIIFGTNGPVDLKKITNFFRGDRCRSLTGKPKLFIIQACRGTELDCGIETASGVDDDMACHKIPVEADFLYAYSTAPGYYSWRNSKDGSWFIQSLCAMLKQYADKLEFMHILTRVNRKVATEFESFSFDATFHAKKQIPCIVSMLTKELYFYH
#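 Technique: 405 nm absorbance of p-nitroaniline, reads at 0 and 120 min; Test system: Procaspase-3 D3A mutant; Incubation: 1 h enzyme-compound preincubation, then 2 h substrate reaction, 25 °C; Repeats: singlicate, each compound tested once; Benchmarks: low control DMSO wells, high control DMSO plus 5 µM PC-3 D3A.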
# An asterisk follows results filed as active; · = no result given. No enrichment for hits. Share with any hit: about 3.5%.
# Letter code: A = AGP1-GFP MLPCN; B = MEP2 TOR yeast; C = AHR act; D = CIT2 TOR yeast; E = procasp7 counter; F = LAP4-GFP MLPCN; G = RPL19A TOR yeast; H = procasp3 activ
> CC(=O)N(C)c1ccc(NC(=O)COc2ccc(Br)cc2C)cc1
  A: 117	B: 114	C: 4	D: 113	E: -5	F: 121	G: 114	H: 1

> O=C(Nc1ccccc1)c1ccc(F)c(S(=O)(=O)N2CCOCC2)c1
  A: 104	B: 103	C: -3	D: 104	E: 2	F: 100	G: 102	H: 3

> O=C(CCC(=O)Nc1nnc(C2CCCCC2)s1)NCc1cccs1
  A: 99	B: 87	C: 0	D: 86	E: 8	F: 97	G: 96	H: 5

> CCN(CC(=O)Nc1ccc(OC)cc1)C(=O)CSCc1ccc(C)cc1
  A: 102	B: 100	C: 0	D: 88	E: -3	F: 105	G: 100	H: -6

> C[C@H](CO)N1C[C@H](C)[C@@H](CN(C)C(=O)NC2CCCCC2)Oc2ccc(NC(=O)Nc3ccc(C(F)(F)F)cc3)cc2C1=O
  A: 89	B: 94	C: 1	D: 92	E: 4	F: 88	G: 98	H: 3

> CN(C)C(=O)c1snnc1-c1ccccc1
  A: 111	B: 109	C: 4	D: 107	E: -3	F: 117	G: 102	H: 0

> [O-][n+]1cccc(C(O)c2ccccc2)c1 (configuration not stated)
  A: 93	B: 104	C: -1	D: 96	E: -3	F: 85	G: 96	H: -3

> Cc1ccnc(NC(=O)c2ccc(N3C(=O)CCC3=O)cc2)c1
  A: 104	B: 94	C: 19	D: 92	E: -5	F: 87	G: 96	H: -1

> Cc1oc2c(c1C(=O)NCc1ccccc1)CCCC2
  A: 102	B: 103	C: -2	D: 97	E: -7	F: 102	G: 99	H: -1

> Cc1onc(-c2ccccc2)c1C(=O)Nc1ccc(S(=O)(=O)NC(C)(C)C)cc1
  A: 101	B: 100	C: 0	D: 96	E: 7	F: 99	G: 102	H: -2

> CCC[C@H]1COCCS(=O)(=O)N1Cc1ccccc1F
  A: 84	B: 97	C: 0	D: 61	E: -6	F: 131	G: 96	H: 2

> CC(NC(=O)CSc1ncnc2nc[nH]c12)c1ccccc1 (configuration not stated)
  A: 105	B: 102	C: 0	D: 94	E: -2	F: 95	G: 101	H: -3

> CCCCn1c(N)c(N(CCOC)C(=O)COC(=O)Cc2cccc(OC)c2)c(=O)[nH]c1=O
  A: 112	B: 105	C: -1	D: 113	E: 14	F: 100	G: 101	H: -4

> CCc1nn(CCCC(=O)NCc2ccc(C)cc2)c(=O)c2cc3occc3n12
  A: 106	B: 100	C: -3	D: 101	E: 3	F: 98	G: 101	H: 10

> CC(C)NC(=O)CSc1nnc(CNC(=O)OC(C)(C)C)n1C
  A: 106	B: 100	C: -1	D: 91	E: 7	F: 112	G: 98	H: -2

> COc1cccc(OCCOc2cccc(/C=N/n3cnnc3)c2)c1
  A: 101	B: 102	C: 13	D: 100	E: 5	F: 103	G: 101	H: 6

> O=[N+]([O-])/C=C1\C=CC=CN1Cc1ccc(Cl)cc1
  A: 104	B: 103	C: -1	D: 101	E: 12	F: 90	G: 103	H: 4

> O=C(Cc1ccccc1)Nc1scc(-c2ccccc2)c1C(=O)N1CCOCC1
  A: ·	B: 97	C: 21	D: 86	E: -9	F: 94	G: 96	H: -9

> COc1cc(/C=C/C(=O)OCC(=O)N2CCOCC2)ccc1OCC#N
  A: 118	B: 109	C: 6	D: 118	E: -1	F: 107	G: 103	H: 1

> Cc1cc(C)c(S(=O)(=O)NNC(=O)C2CCN(Cc3ccccc3)CC2)c(C)c1
  A: ·	B: 95	C: -3	D: 98	E: 9	F: 107	G: 96	H: 5

> O=C(CSc1ccccc1)NCCSCc1ccccc1
  A: 90	B: 95	C: 0	D: 84	E: -1	F: 83	G: 96	H: -7

> Cc1ccc(C(=O)CNc2ccccc2)cc1
  A: 92	B: 98	C: -3	D: 96	E: 6	F: 99	G: 102	H: -1

> Cn1c(=O)oc2cc(S(=O)(=O)NCc3ccco3)ccc21
  A: 107	B: 103	C: -2	D: 100	E: -4	F: 104	G: 102	H: 6

> CC(C)C(NC(=O)COc1ccc2ccccc2c1)C(=O)N/N=C/C=C/c1ccccc1 (configuration not stated)
  A: 101	B: 102	C: -2	D: 95	E: -7	F: 101	G: 96	H: 2

> COc1ccc(CNC(=O)C2CCN(c3nc(-c4ccccc4)nc4c3CCC4)CC2)cc1
  A: 100	B: 120	C: 3	D: 105	E: -4	F: 112	G: 104	H: -5

# (cont.)
# Letter code: A = AGP1-GFP MLPCN; B = MEP2 TOR yeast; C = AHR act; D = CIT2 TOR yeast; E = procasp7 counter; F = LAP4-GFP MLPCN; G = RPL19A TOR yeast; H = procasp3 activ
> Cc1ccc2c(CN3CCN(Cc4ccc5c(c4)OCO5)CC3)cc(=O)oc2c1C
  A: 100	B: 96	C: 2	D: 101	E: 7	F: 98	G: 97	H: -2

> CC(=O)/C(=C/c1ccccc1)C(=O)Nc1ccccc1C
  A: 83	B: 91	C: -2	D: 78	E: 7	F: 105	G: 92	H: 3

> COc1ccccc1C(=O)NNC(=S)NC(=O)c1sc2ccccc2c1Cl
  A: 102	B: 110	C: 48*	D: 107	E: 11	F: 109	G: 105	H: 7

> COc1ccccc1NC1=NC(CO)(CO)CS1
  A: 105	B: 96	C: 0	D: 92	E: -1	F: 101	G: 92	H: 5

> CN(C(=O)c1ccc(F)cc1)c1ccc(OCC(=O)Nc2ccccc2C(=O)O)cc1
  A: 110	B: 111	C: 1	D: 122	E: 10	F: 96	G: 104	H: 4

> CCCc1cc(=O)oc2c(C)c(OCC(=O)N3CCC(C(N)=O)CC3)ccc12
  A: 99	B: 102	C: 6	D: 96	E: 2	F: 104	G: 98	H: -5

> COC(=O)c1ccc(=O)n(Cc2ccc3c(c2)OCO3)c1
  A: 103	B: 103	C: -3	D: 107	E: 8	F: 106	G: 103	H: 1

> CCN1CCN(c2ccc(S(=O)(=O)N3CCCCC3)cc2NC(=O)CC(NC(C)=O)c2ccccc2)CC1 (configuration not stated)
  A: 104	B: 94	C: 1	D: 91	E: -9	F: 103	G: 96	H: 9

> CC(C)Oc1cccc(C(=O)O)c1
  A: 106	B: 102	C: 1	D: 82	E: -18	F: 105	G: 105	H: 2

> COc1cccc(CNC(=O)C2CCCN(S(=O)(=O)c3cccc4nonc34)C2)c1 (configuration not stated)
  A: 101	B: 99	C: 6	D: 102	E: -7	F: 103	G: 100	H: -6

> Fc1ccc(CN2CCSCC2)cc1F
  A: 95	B: 102	C: -2	D: 104	E: -8	F: 89	G: 102	H: -4

> COC(c1ccccc1)c1c(-c2ccccc2)nn(C)c1Cl (configuration not stated)
  A: 106	B: 101	C: 6	D: 101	E: 4	F: 96	G: 100	H: 4

> Cc1cc(C)n(S(=O)(=O)Cc2ccccc2)n1
  A: 99	B: 100	C: 1	D: 101	E: 7	F: 103	G: 96	H: 4

> CCC(C)N(C(=O)CSc1nncn1C)C1CCS(=O)(=O)C1 (configuration not stated)
  A: 97	B: 104	C: 1	D: 102	E: -1	F: 92	G: 96	H: -2

> CCOc1ccc(NC(=O)c2cc3ccccc3cc2OC)cc1
  A: 103	B: 105	C: 83*	D: 105	E: -5	F: 98	G: 105	H: 2

> COc1ccccc1CNC(=O)CN1C(=O)NC2(CCCCCC2)C1=O
  A: 96	B: 95	C: 0	D: 97	E: -6	F: 98	G: 92	H: 0

> CCOC(=O)c1c(NC(=O)c2ccoc2C)sc(C(=O)N(C)C)c1C
  A: 100	B: 99	C: -2	D: 98	E: 3	F: 101	G: 101	H: -1

> CCOC(=O)Nc1ccc(N2CCOCC2)c(S(=O)(=O)N2CCOCC2)c1
  A: 88	B: 96	C: 3	D: 84	E: 7	F: 68	G: 105	H: 0

> Cn1c(CNC(=O)c2ccccc2F)nnc1SCC(=O)Nc1nncs1
  A: 102	B: 105	C: -1	D: 100	E: -3	F: 106	G: 102	H: 3

> Cc1cnc(C(=O)Nc2ccc(C)c(S(=O)(=O)N3CCCCC3)c2)cn1
  A: 91	B: 98	C: 10	D: 95	E: -1	F: 95	G: 96	H: 8

> C=CC(=O)Oc1ccc(N2Cc3ccccc3C2=O)cc1
  A: 84	B: 97	C: -2	D: 80	E: -17	F: 101	G: 97	H: -19

> O=C(NCCN1CCCC1)c1ccc(Cl)cc1Cl
  A: 105	B: 102	C: -1	D: 113	E: 14	F: 82	G: 108	H: 2

> Fc1ccccc1Cc1noc(CN2CCCC(CN3CCOCC3)C2)n1 (configuration not stated)
  A: 105	B: 102	C: 1	D: 101	E: 10	F: 101	G: 99	H: 1

> O=C(CCNc1cccc(Cl)c1)c1ccco1
  A: 92	B: 99	C: 3	D: 89	E: -15	F: 103	G: 95	H: -11

> COC(=O)c1ccccc1NC(=O)C1CC(c2ccccc2O)=NO1 (configuration not stated)
  A: 90	B: 101	C: -1	D: 96	E: -4	F: 104	G: 95	H: -8

# (next part)
# Letter code: A = AGP1-GFP MLPCN; B = MEP2 TOR yeast; C = AHR act; D = CIT2 TOR yeast; E = procasp7 counter; F = LAP4-GFP MLPCN; G = RPL19A TOR yeast; H = procasp3 activ
> COc1ccc(NC(=O)CSCc2ccc([N+](=O)[O-])cc2)cc1OC
  A: 104	B: 104	C: 1	D: 106	E: 5	F: 90	G: 102	H: -3

> O=C(Cc1ccccc1)NNC(=O)c1cnccn1
  A: 100	B: 101	C: 2	D: 101	E: 9	F: 98	G: 104	H: -3

> COc1nc(C)nc2c1sc(=S)n2C
  A: 103	B: 97	C: 0	D: 104	E: 0	F: 97	G: 103	H: 3

> O=C(OCCN1C(=O)c2ccccc2C1=O)c1ccco1
  A: ·	B: 99	C: -2	D: 92	E: 1	F: 103	G: 97	H: 3

> CCOC(=O)N1CCC(N2C(=O)c3ccccc3C2Nc2ccccc2)CC1 (configuration not stated)
  A: 105	B: 101	C: 2	D: 102	E: 10	F: 113	G: 100	H: -3

> Cc1cc(OCC(=O)Nc2ccncc2)ccc1[N+](=O)[O-]
  A: 104	B: 97	C: 6	D: 101	E: 2	F: 103	G: 100	H: 3

> COc1cc(CNn2nnnc2N)cc(Br)c1OCc1c(Cl)cccc1Cl
  A: 107	B: 104	C: -3	D: 105	E: 15	F: 89	G: 98	H: -4

> Cn1c(CNC(=O)OC(C)(C)C)nnc1SCc1c(Cl)cccc1Cl
  A: 114	B: 87	C: 1	D: 113	E: 7	F: 101	G: 91	H: 1

> Cc1ccc2nc(Cl)c(/C=N/NC(=O)[C@H]3C[C@@H]3c3ccccc3)cc2c1
  A: 99	B: 105	C: 11	D: 100	E: 8	F: 88	G: 101	H: 4

> CCOC(=O)c1cn(CC(=O)Nc2ccc(C)cc2)nn1
  A: 100	B: 108	C: -2	D: 98	E: 3	F: 103	G: 105	H: 2

> O=C(CC(=O)N/N=C/c1c(F)cccc1Cl)NCCc1ccccc1
  A: 94	B: 119	C: 0	D: 99	E: 1	F: 99	G: 102	H: 8

> O=C1NC[C@@H](Cc2ccc(O)cc2)N(CCc2cccc(F)c2)C1=O
  A: 105	B: 107	C: 0	D: 99	E: 6	F: 94	G: 103	H: -1

> O=C(CN1C(=O)NC2(CCCCC2)C1=O)N1CCN(S(=O)(=O)c2ccc(Cl)s2)CC1
  A: 104	B: 98	C: 0	D: 93	E: 4	F: 103	G: 102	H: -2
